ARFGAP1 inhibitor = inhibitors of rat ARFGAP1 GAP activity, primary screen, biochemical, fluorescence polarization, GDP tracer; 0.26% of 360,000 active; ADP-ribosylation factor GTPase-activating protein 1 (Rattus norvegicus), Q62848; Arfgap1-stimulated ARF1 GTP hydrolysis, GDP FP detection; inhibition, % at 16.5 µM;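 active = inhibition above a per-plate limit, mean inhibition of low control wells plus 3 SD, cut at about 25% in these data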;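 note: 0% = DMSO wells with enzyme and 100% = wells lacking Arfgap1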
Target sequence (Q62848 1-136 limits assumed): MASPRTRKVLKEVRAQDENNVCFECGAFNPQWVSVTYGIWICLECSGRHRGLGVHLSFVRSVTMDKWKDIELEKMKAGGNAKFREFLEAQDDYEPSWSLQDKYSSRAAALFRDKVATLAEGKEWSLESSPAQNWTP
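Assay system: purified rat His6-Arfgap1 residues 1-136 (GAP domain); Reagent: human Δ17 ARF1 bound to GTP; Dosing: 16.5 µM single point, 1.26% DMSO; Times: GTP hydrolysis reaction 2 h at 25 °C; Signal: FP, GDP Alexa 633 tracer displaced from anti-GDP antibody, 620/688 nm; Measure: % inhibition from polarization.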
PLCg1 inh = PLC-gamma1 enzyme inhibitors, primary screen, biochemical, fluorescence, purified enzyme. 1-phosphatidylinositol 4,5-bisphosphate phosphodiesterase gamma-1 (Homo sapiens), P19174. fluorogenic substrate. inhibition, % at 12.2 µM. 0.84% of 370,000 active; in the data active = inhibition above about 9.5%
NR1D1 modulator = modulators of Rev-erb alpha DNA binding, primary screen, biochemical, FITC-DNA, fluorescence polarization, uHTS | Nuclear receptor subfamily 1 group D member 1 (Homo sapiens), P20393 | Rev-erbα–FITC-DNA binding, 90 min | activity, % at 10 µM | 0.79% of 370,000 active;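 active = activity above about 14%, limit read from the data; passing the limit was not always enough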;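 note: 0% = DMSO wells with 35 nM protein and 100% = DMSO wells with 750 nM protein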
UHRF1 MBD2 ctr = UHRF1 methylated DNA binding inhibitors, primary screen, counter-screen for MBD2 inhibitor project, biochemical, TR-FRET, human UHRF1, single concentration | 0.75% of 370,000 active | inhibition, % at 4.4 µM | UHRF1 binding to methylated oligo | E3 ubiquitin-protein ligase UHRF1 (Homo sapiens), Q96T88; in the data active = inhibition above about 21%;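 note: UHRF1 SRA domain binding a hemimethylated CpG hairpin DNA probe; 0% = median of test compound wells and 100% = reference inhibitor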
DDE Tn6 FP inh = inhibitors of Tn6 peptide binding to fibrin DD(E), primary screen, biochemical, fluorescence polarization, human fibrin, Tn6 probe; Fibrinogen beta chain (Homo sapiens), P02675; Fibrin DD(E) TRITC-Tn6 fluorescence polarization displacement; inhibition, % at 8.3 µM; 0.21% of 370,000 active; AID 720509, 2013;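 active = inhibition above a per-campaign cutoff: mean of compounds within control limits plus 3 SD, cut at about 15% in these data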;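 note: 0% = median of all compound wells on the plate and 100% = blocking peptide control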
proKLK7 act = proKLK7 zymogen activators, primary screen, biochemical, fluorescence intensity; purified proKLK7, EDANS-DABCYL substrate fluorescence; 100% is mature enzyme control, 0% vehicle; activation, % at 7 µM; 0.9% of 370,000 active;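 active = activation above the mean of all tested compounds plus 3 SD, computed per campaign excluding outliers beyond control limits, cut at about 13% in these data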
PLC-beta3 inh = human PLC-beta3 inhibitors, primary screen, biochemical, fluorescence; Purified PLC-beta3, fluorogenic substrate; inhibition, % at 12.2 µM; 0.18% of 370,000 active; AID 720704, 2013; in the data active = inhibition above about 11%;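 note: 0% = median of compound wells on plate and 100% = full blocker control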
ASAP1 inh = inhibitors of human ASAP1 ArfGAP activity, primary screen, biochemical, fluorescence polarization. inhibition, % at 16.5 µM. ASAP1-stimulated ARF1 GTP hydrolysis, GDP FP detection. 0.19% of 360,000 active; in the data active = inhibition above about 25%;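 note: 0% = vehicle with enzyme and substrate and 100% = no enzyme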
Target sequence (Q9ULH1 325-724 limits assumed): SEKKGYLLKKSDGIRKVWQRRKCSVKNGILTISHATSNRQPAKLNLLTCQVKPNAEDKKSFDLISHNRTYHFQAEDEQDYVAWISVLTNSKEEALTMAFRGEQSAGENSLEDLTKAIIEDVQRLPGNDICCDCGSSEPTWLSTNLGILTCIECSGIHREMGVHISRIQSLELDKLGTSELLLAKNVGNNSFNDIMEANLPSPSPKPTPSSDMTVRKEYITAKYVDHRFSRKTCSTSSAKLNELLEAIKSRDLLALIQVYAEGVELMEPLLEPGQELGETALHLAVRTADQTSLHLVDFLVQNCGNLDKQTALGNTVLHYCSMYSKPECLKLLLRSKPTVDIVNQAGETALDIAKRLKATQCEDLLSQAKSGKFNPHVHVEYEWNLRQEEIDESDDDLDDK
sPLA2-III inh = human group III sPLA2 inhibitors, primary screen, biochemical, QFRET, BODIPY PC-A2 liposome substrate; 0.56% of 370,000 active; QFRET BODIPY PC-A2 liposome hydrolysis, fluorescence; AID 743126, 2013; Group 3 secretory phospholipase A2 (Homo sapiens), Q9NZ20; inhibition, % at 12.2 µM;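 active = inhibition above mean plus 3 SD of compounds lying within the high and low control bounds, cut at about 19% in these data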;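 note: 0% = median of test compound wells and 100% = no enzyme DMSO wells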
Target sequence (Q9NZ20 whole entry, looked up): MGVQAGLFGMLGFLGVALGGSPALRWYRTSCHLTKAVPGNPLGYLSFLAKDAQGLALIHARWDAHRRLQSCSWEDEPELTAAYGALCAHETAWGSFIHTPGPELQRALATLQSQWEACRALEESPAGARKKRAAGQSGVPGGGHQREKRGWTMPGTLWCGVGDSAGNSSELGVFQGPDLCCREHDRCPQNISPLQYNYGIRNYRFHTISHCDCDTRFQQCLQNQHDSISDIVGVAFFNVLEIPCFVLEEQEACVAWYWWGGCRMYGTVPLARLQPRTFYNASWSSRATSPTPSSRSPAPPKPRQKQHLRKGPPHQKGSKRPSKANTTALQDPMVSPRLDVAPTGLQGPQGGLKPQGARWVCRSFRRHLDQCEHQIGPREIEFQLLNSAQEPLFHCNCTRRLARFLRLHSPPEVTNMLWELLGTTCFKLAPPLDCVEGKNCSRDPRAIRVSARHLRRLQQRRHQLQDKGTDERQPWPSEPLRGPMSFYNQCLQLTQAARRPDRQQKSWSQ
Tn7 DDE FP = inhibitors of Tn7 peptide binding to fibrin DD(E), primary screen, biochemical, fluorescence polarization, human fibrin, Tn7 probe. Fibrinogen beta chain (Homo sapiens), P02675. FP displacement of FITC-Tn7 peptide from fibrin DD(E); 0% = median of compound wells per plate. inhibition, % at 8.3 µM. 0.13% of 370,000 active. AID 720508, 2013;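 active = inhibition above the mean of compounds falling within the control limits plus 3 SD of them, cut at about 14% in these data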;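 note: 0% = plate median of compound wells and 100% = 10 µM Aha-Tn7 peptide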
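Test system – human fibrin DD(E) · Times – 10 min preincubation, 3 h with tracer, room temperature · Detection – fluorescence polarization of the labelled Tn7 tracer · Measure – percent inhibition normalized to high-control wells · Benchmarks – high control wells with 10 µM unlabelled Aha-Tn7 peptide (full inhibition) · Repeats – singlicate testing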
* marks the source's active call; other numbers are inactive results; i = inactive; nt = no result given. Rows are unselected; overall some 4.5% were active at least once.

SMILES	ARFGAP1 inhibitor	PLCg1 inh	NR1D1 modulator	UHRF1 MBD2 ctr	DDE Tn6 FP inh	proKLK7 act	PLC-beta3 inh	ASAP1 inh	sPLA2-III inh	Tn7 DDE FP
Cc1ccc(NC(=O)C2CCCN2S(=O)(=O)c2cccc3cccnc23)cc1F (stereo not drawn)	3.1	-0.4	4.1	2.6	7.3	-0.2	-3.2	13.5	2.4	1.8
Cc1c(C(=O)NCc2cccs2)oc2ccccc12	-6.3	1.8	-0.5	2.5	2.4	0.2	1.0	-6.3	-2.7	6.8
N#Cc1ccc(OCC(=O)NCCCN2CCCC2=O)cc1	-3.8	2.6	1.0	-0.7	-1.8	-0.1	2.6	-8.1	8.6	5.7
CCOC(=O)c1cc2c(=O)n3ccccc3nc2n(CCCOC)c1=NC(C)=O	2.3	i	4.2	1.0	-4.2	61.9*	i	3.4	10.1	-4.9
COCCn1c(=NC(=O)C(C)(C)C)sc2cc([N+](=O)[O-])ccc21	-10.8	1.8	0.0	-0.9	7.7	0.1	-0.1	4.5	4.9	-0.4
Cc1ccnc(NC(=S)N2CCN(c3cccc(C(F)(F)F)c3)CC2)c1	13.9	-0.1	3.3	-1.3	2.8	0.1	-1.8	-9.2	8.3	4.0
COC(=O)c1cc2c(c3c4ccccc4n(S(=O)(=O)c4ccccc4)c13)C(=O)N(C)C2	-3.7	-11.0	0.9	-2.2	3.9	0.8	-15.7	5.2	17.9	1.6
COc1ccccc1N1CCN(C(=O)COc2cc(C)ccc2C)CC1	0.4	-0.6	-4.5	0.5	-2.6	0.6	-1.0	-19.6	-1.8	2.1
O=C(Nc1ccccn1)c1cccc(S(=O)(=O)N2CCCC2)c1	9.4	-3.6	-3.2	0.0	-1.3	-0.3	-5.0	-0.2	2.3	2.5
CCOC(=O)CC1C(=O)NCCN1Cc1cccs1 (stereo not drawn)	-9.9	4.8	-4.8	-4.6	-9.5	0.1	5.4	11.7	-3.4	0.8
COc1ccc(CNC(=O)COc2cc3c(c4oc(=O)cc(C)c24)CCC(C)(C)O3)cc1	3.4	-119.7	-6.1	2.2	-0.6	-21.9	-159.2	-1.1	6.5	4.3
C[C@@H]1O[C@@H](OC[C@H]2O[C@@H](Oc3c(-c4ccc(O)c(O)c4)oc4cc(O)cc(O)c4c3=O)[C@H](O)[C@@H](O)[C@@H]2O)[C@H](O)[C@H](O)[C@H]1O	2.2	-0.7	4.5	-1.2	-1.6	-0.7	1.0	4.6	0.5	1.8
CC(=O)NCCNc1nc2cc(-c3cc(F)ccc3C)sc2c(=O)n1C	-4.4	1.0	4.5	1.2	-4.3	0.7	-1.2	-10.0	-3.0	-4.6
Cc1cc(C(F)(F)F)nn1C(=O)c1cccnc1Cl	0.2	0.6	4.0	-1.3	-9.5	0.3	0.4	11.5	-0.2	1.9
CC(=O)c1ccc(OCC(O)CN2CCN(c3ccccn3)CC2)cc1 (stereo not drawn)	10.0	-1.4	-3.7	1.4	-5.1	-0.2	0.4	3.8	2.5	-0.9
O=C1c2cccc3cccc(c23)C(=O)N1CC1CCN(S(=O)(=O)c2ccc(F)cc2)CC1	-5.1	-4.6	13.6	7.4	2.6	0.1	1.6	-6.2	10.9	4.4
COc1ccc(NC(=O)Cn2cc(C(=O)c3ccco3)c3ccccc32)cc1	0.4	-14.8	4.5	4.9	1.2	-7.7	-17.6	19.9	-32.0	1.9
CCOC(=O)N(C)c1c(CC)nc2c(OCc3ccc(S(C)(=O)=O)cc3)cccn12	4.2	-9.3	-1.8	-4.5	-2.8	1.2	-9.6	2.7	-2.5	2.5
Cc1ccc(-n2c3c(c(O)c(-c4ccccc4)c2=O)C(=O)CC(C)(C)C3)cc1	-1.5	-0.5	-4.3	-3.9	10.9	-0.6	2.3	3.0	-10.8	-3.9
Cn1c(=O)[nH]c(=O)c2c1nc(N1CCCCC1)n2C/C=N/Nc1ccc(C(=O)O)cc1	-1.2	1.4	6.5	-0.8	3.8	0.2	-7.1	2.8	-1.9	-7.0
O=c1[nH]c(SCc2nc3c(cnn3-c3ccccc3)c(=O)[nH]2)nc2ccccc12	-1.1	-2.5	7.1	-1.3	0.0	0.0	-7.9	-14.7	2.3	2.2
COc1ccc(/C=N\NC(=O)c2ccc(F)cc2)cc1COc1ccccc1C(N)=O	2.1	-8.3	4.7	1.8	-6.7	1.0	-21.1	3.2	-16.3	0.3
COC(=O)c1ccc(CSc2nc3ccccc3s2)o1	4.0	0.0	nt	3.7	-2.9	0.2	2.6	-0.6	2.1	-6.3
COc1cc(OC)cc(OC(=O)C2CCN(C(=O)c3ccc(F)cc3)CC2)c1	-2.0	-1.9	1.6	0.1	9.1	0.1	-4.1	15.9	-3.6	3.5
CN(C(=O)c1cccc(NC(=O)Cc2ccc(NC(=O)C3CCN(C(=O)C4CCCC4)CC3)cc2)c1)C1CC1	10.2	3.7	-0.3	1.1	-4.0	0.7	3.0	18.1	-5.9	-8.7
COc1ccccc1C(=O)Nc1cccc(NC(=O)c2ccccc2C)c1	4.5	-2.8	-1.1	-0.2	3.0	-0.3	-5.1	-3.3	-3.4	2.3
CCOc1ccc(NC(=O)c2cc3n(n2)C(C(F)(F)F)CC(c2ccco2)N3)cc1 (stereo not drawn)	-3.4	0.3	0.9	-2.6	1.9	0.9	2.5	-11.5	-15.2	1.0
CN(C)c1ccc(CNC(=O)C2Cc3c(-c4ccccc4Oc4ccccc4)ccnc3O2)cc1 (stereo not drawn)	-3.7	1.6	6.4	17.5	-2.0	0.2	0.2	15.0	11.4	-1.6
CN(C(=O)c1ccnn1C)C1CCCN(Cc2ccccc2F)C1 (stereo not drawn)	-2.7	-2.3	-1.8	0.8	-9.2	-0.6	-2.4	-17.1	4.6	0.5
c1ccc(Cn2nnc3cnccc32)cc1	5.3	0.9	-0.1	0.1	-6.0	-0.6	-3.0	-4.1	0.3	4.0

Complete entries as entered above. Values in the order: ARFGAP1 inhibitor	PLCg1 inh	NR1D1 modulator	UHRF1 MBD2 ctr	DDE Tn6 FP inh	proKLK7 act	PLC-beta3 inh	ASAP1 inh	sPLA2-III inh	Tn7 DDE FP
Record of CN(C)c1ccc(CNC(=O)C2Cc3c(-c4ccccc4Oc4ccccc4)ccnc3O2)cc1 (stereo not drawn) = -3.7	1.6	6.4	17.5	-2.0	0.2	0.2	15.0	11.4	-1.6
Record of CN(C(=O)c1ccnn1C)C1CCCN(Cc2ccccc2F)C1 (stereo not drawn) = -2.7	-2.3	-1.8	0.8	-9.2	-0.6	-2.4	-17.1	4.6	0.5
Record of CCOC(=O)N(C)c1c(CC)nc2c(OCc3ccc(S(C)(=O)=O)cc3)cccn12 = 4.2	-9.3	-1.8	-4.5	-2.8	1.2	-9.6	2.7	-2.5	2.5

Continuation:
SMILES	ARFGAP1 inhibitor	PLCg1 inh	NR1D1 modulator	UHRF1 MBD2 ctr	DDE Tn6 FP inh	proKLK7 act	PLC-beta3 inh	ASAP1 inh	sPLA2-III inh	Tn7 DDE FP
Cc1cnc(C(=O)OCC(=O)N(C)CC(=O)Nc2ccccc2Cl)cn1	2.4	-1.1	-0.1	-3.0	-3.0	0.2	-15.1	-7.1	4.3	-3.8
O=C(Nc1nnc(-c2ccccc2)o1)c1cc(Cl)sc1Cl	-0.1	6.7	-0.6	-0.1	-5.1	0.0	0.6	-13.6	-0.4	-9.2
COc1cc(CCCN2C(N)=NC[C@@H]2Cc2ccccc2)cc(OC)c1OC	-7.5	0.8	-2.9	-0.5	-0.6	0.7	2.2	8.8	6.7	5.3
C[C@H](NC(=O)OC(C)(C)C)C(=O)NCC1CCC(C(=O)N[C@@H](Cc2ccccc2)C(=O)O)CC1 (stereo partly drawn)	-5.8	2.9	6.5	1.1	4.7	-0.9	-4.1	-6.0	5.2	-3.9
COc1cccc(CNC(=O)CN2C(=O)COc3ccc(S(=O)(=O)N4CCOCC4)cc32)c1	7.2	-0.6	8.0	3.1	5.8	0.3	-8.9	-5.5	8.2	-0.1
Cc1ccc(C)c(S(=O)(=O)N2CCN(Cc3ccc(O)c4ncccc34)CC2)c1	4.6	-0.4	7.5	-3.8	-0.1	-1.0	-2.9	-7.6	11.5	0.5
Nc1cc(C(=O)OCC(=O)NCC2CCCO2)ccc1Cl (stereo not drawn)	-0.2	-38.5	6.8	4.6	5.0	0.3	-46.7	6.5	0.2	4.3
Cc1nnc(SCC(=O)Nc2ccc(F)cc2F)n(N)c1=O	5.0	-2.8	9.1	0.7	2.3	0.2	-6.4	-5.2	12.5	4.4
O=C(NCCc1cn[nH]c1)C1CCC(=O)N(CCc2cccc(F)c2)C1 (stereo not drawn)	2.6	0.3	-1.2	-1.6	7.5	0.3	-4.7	-10.2	4.9	-0.6
O=C(COC(=O)/C=C/c1cccc(F)c1)NC1CCCCCC1	0.6	-1.1	2.0	-2.0	0.1	-0.1	-0.5	-7.2	-5.0	-5.6
CC1(C(=O)NS(=O)(=O)c2ccccc2)CCN1C(=O)Cc1cc(F)ccc1F (stereo not drawn)	-5.5	1.9	-8.5	3.5	2.3	1.0	0.6	12.9	16.8	3.5
COC(=O)c1c(NC(NC(=O)C(C)C)C(Cl)(Cl)Cl)sc2c1CCC2 (stereo not drawn)	8.9	3.1	1.4	1.9	-4.2	0.3	1.1	5.3	16.9	-1.5
O=C(Nc1ccc(N2CCOCC2)cc1)c1cccc2c(-c3ccc(F)c(F)c3)coc12	12.6	-0.1	-3.6	-2.5	-1.5	-0.5	-3.4	-0.6	9.7	-0.2
C=CCC1NCCc2c(Br)cccc21 (stereo not drawn)	-6.0	2.6	0.4	-3.2	3.8	0.5	0.4	4.7	-1.2	-0.9
N#Cc1c(N)c2ccccn2c1C(=O)c1ccc(Br)cc1	-1.0	-7.0	8.2	-1.0	3.9	0.2	-9.4	-21.8	3.1	2.5
CCCC(=O)NCCc1cc(OC)c(OC)cc1Br	-1.9	1.3	2.3	-1.9	4.1	0.2	2.8	-10.1	-1.4	-6.2
CCN(/N=C/c1ccccc1)c1cc(=O)n(C)c(=O)[nH]1	-0.8	-6.4	2.2	-10.7	2.6	-0.1	-6.2	-1.7	3.4	4.0

Screens deposited in PubChem by several laboratories.
